Bioassay records from PubChem.
CAL PDZ FP – blocks peptide binding to human CAL PDZ domain | AID 504414 | actives 0.02% (n = 330,000) | purified CAL PDZ, TMR-peptide fluorescence polarization, 1 h | inhibition, % at 20 µM;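 active means highest replicate inhibition of at least 40%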;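 further: plate controls were DMSO neutral control wells for no effect and unlabeled competitor peptide control wells for full effect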
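material = purified tagged CAL PDZ domain construct (CerCALP) | buffer or medium = sodium phosphate/NaCl buffer pH 7.4 with TCEP, IgG, Thesit | reagent = TMR-labelled reporter peptide T*-PRC34 bound in PDZ groove | incubation = 1 h room-temperature incubation prior to read | measured by = fluorescence polarization (mP) | evaluation = percent inhibition from loss of millipolarization | control set = unlabelled peptide and DMSO controls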
DAGLB inhibitor – blocks human DAGLB lipase activity. inhibition, % at 5.17 µM. actives 0.059% (n = 340,000). HEK293T DAGLB membrane lysate, EnzChek fluorogenic substrate. AID 504411; in the data active means inhibition above about 34%;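 further: 0% = enzyme with vehicle and 100% = wells lacking enzyme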
Target sequence (Q8NCG7 whole entry, looked up): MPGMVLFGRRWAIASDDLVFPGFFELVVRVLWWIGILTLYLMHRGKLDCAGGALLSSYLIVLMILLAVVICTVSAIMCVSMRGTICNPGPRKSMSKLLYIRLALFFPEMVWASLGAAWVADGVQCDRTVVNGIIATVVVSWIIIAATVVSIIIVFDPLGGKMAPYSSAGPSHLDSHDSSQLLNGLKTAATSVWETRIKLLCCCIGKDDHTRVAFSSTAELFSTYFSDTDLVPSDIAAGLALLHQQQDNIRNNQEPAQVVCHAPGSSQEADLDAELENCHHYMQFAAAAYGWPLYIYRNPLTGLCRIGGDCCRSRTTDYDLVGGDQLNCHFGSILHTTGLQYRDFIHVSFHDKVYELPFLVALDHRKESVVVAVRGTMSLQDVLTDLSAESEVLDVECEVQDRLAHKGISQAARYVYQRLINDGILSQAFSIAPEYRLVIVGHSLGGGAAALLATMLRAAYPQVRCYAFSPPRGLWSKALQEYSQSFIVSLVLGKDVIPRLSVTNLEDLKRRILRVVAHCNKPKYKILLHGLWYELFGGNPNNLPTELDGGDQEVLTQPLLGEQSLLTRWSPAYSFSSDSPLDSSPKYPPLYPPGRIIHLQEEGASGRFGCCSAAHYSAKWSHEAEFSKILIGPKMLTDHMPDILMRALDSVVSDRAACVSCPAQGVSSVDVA
PfHsp90 set2 – reduces growth (ATP signal) of yeast expressing P. falciparum Hsp90 | S. cerevisiae expressing PfHsp90, BacTiter-Glo ATP, 48 h; yeast lacking PDR1 and PDR3 efflux regulators | inhibition, % at 9.4 µM | actives 0.32% (n = 310,000) | AID 504621;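 active means every replicate shows inhibition above about 80%, whatever the replicate mean, limit read from the data; inconclusive means mean inhibition reaches the set limit but some replicate falls short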;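 further: 0% = DMSO neutral controls and 100% = 20 µM radicicol positive controls; yeast relying on Plasmodium falciparum Hsp90 in place of its own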
phage Ecoli inh – E. coli growth loss with phage present. inhibition, % at 11.9 µM. actives 0.26% (n = 360,000). growth absorbance; in the data active means inhibition above about 11%
Wnt bcat act – activators of Wnt/beta-catenin signaling; Wnt/beta-catenin reporter cell assay, activator, plate reader; activation, % at 9.35 µM; actives 1.2% (n = 300,000); in the data active means activation above about 30%, passing the limit was not always enough; inconclusive means no clear call, values can overlap the other calls;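 further: 0% = neutral control wells and 100% = positive control wells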
Tat export inh – inhibitors of E. coli Tat protein transport; E. coli MC4100 TorA-mCherry Tat export, fluorescence; inhibition, % at 10 µM; actives 0.036% (n = 340,000);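 active means mean replicate inhibition at least 50% and at least half of replicates individually reaching 50%; inconclusive means only one of the two criteria met; inactive means neither criterion met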;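 further: exported cargo escapes ClpAP degradation while cytoplasmic cargo is degraded and loses fluorescence; 0% = median of neutral control wells and 100% = median of NaSCN control wells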
Ecoli viability – bacterial growth inhibition, counter-screen for AddAB inhibitors; E. coli V3065 growth, OD600 absorbance, 18 h; inhibition, % at 11.9 µM; actives 0.27% (n = 330,000); AID 449728;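 active means inhibition above the campaign's mean inhibition across all tested compounds plus 3 SD, cut at about 9.9% in these data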;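 further: uninfected addAB+ strain grown without phage in ampicillin broth; 0% = DMSO wells and 100% = ciprofloxacin 0.95 µg/ml wells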
PvdQ inh – P. aeruginosa PvdQ acylase inhibition; purified PvdQ acylase, fluorescence plate reader; actives 0.063% (n = 340,000); inhibition, % at 10 µM; AID 488965; in the data active means inhibition above about 30%, passing the limit was not always enough; inconclusive means no clear call, values can overlap the other calls;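 further: 0% = vehicle neutral wells and 100% = reference inhibitor wells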
Rtt109 Vps75 – blocks Candida albicans Rtt109/Vps75 acetyltransferase activity | actives 0.16% (n = 330,000) | inhibition, % at 34.9 µM | purified Rtt109/Vps75, ThioGlo CoA-SH fluorescence, 4 h | AID 540336 | Q5AAJ8;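 active means inhibition of at least 50% in every replicate; inconclusive means best replicate reaches 50% inhibition but some replicates fall short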
Target sequence (Q5AAJ8 whole entry, looked up): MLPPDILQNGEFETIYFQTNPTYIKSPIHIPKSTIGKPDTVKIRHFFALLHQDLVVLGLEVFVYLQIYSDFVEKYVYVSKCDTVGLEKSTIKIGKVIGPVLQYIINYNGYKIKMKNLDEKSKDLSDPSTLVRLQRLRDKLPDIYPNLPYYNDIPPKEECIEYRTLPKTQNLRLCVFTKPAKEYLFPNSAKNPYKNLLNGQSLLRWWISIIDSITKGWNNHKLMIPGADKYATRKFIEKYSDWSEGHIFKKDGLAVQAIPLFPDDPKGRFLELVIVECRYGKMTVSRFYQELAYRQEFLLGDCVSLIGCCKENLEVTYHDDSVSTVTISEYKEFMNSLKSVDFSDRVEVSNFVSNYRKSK
AddAB inh – less growth of phage-infected E. coli with AddAB. E. coli expressing H. pylori AddAB, absorbance growth. inhibition, % at 11.9 µM. actives 0.29% (n = 330,000). AID 435030; in the data active means inhibition above about 12%;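 further: 0% = vehicle wells of infected cells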
Numbers without * were called inactive; ? = inconclusive; . = no result given.

A first look:
SMILES	CAL PDZ FP	DAGLB inhibitor	PfHsp90 set2	phage Ecoli inh	Wnt bcat act	Tat export inh	Ecoli viability	PvdQ inh	Rtt109 Vps75	AddAB inh
Clc1ncnc2[nH]ccc12	-1.3	-1	-11	2.2	-8	6	.	4	3	.
Cc1oc(-c2cccc(Cl)c2)nc1CS(=O)(=O)CC(=O)NC1CCCC1	-1.5	1	-52	0.5	-5	-4	-1.1	-8	8	2.0
CC1CCN(S(=O)(=O)c2ccc(C(=O)Nc3ncccc3O)cc2)CC1	-2.2	2	-5	0.9	5	-5	1.6	-14	3	1.2

The whole of this part, repeating the preview:
SMILES	CAL PDZ FP	DAGLB inhibitor	PfHsp90 set2	phage Ecoli inh	Wnt bcat act	Tat export inh	Ecoli viability	PvdQ inh	Rtt109 Vps75	AddAB inh
Clc1ncnc2[nH]ccc12	-1.3	-1	-11	2.2	-8	6	.	4	3	.
Cc1oc(-c2cccc(Cl)c2)nc1CS(=O)(=O)CC(=O)NC1CCCC1	-1.5	1	-52	0.5	-5	-4	-1.1	-8	8	2.0
CC1CCN(S(=O)(=O)c2ccc(C(=O)Nc3ncccc3O)cc2)CC1	-2.2	2	-5	0.9	5	-5	1.6	-14	3	1.2
CN(c1ccccc1)c1ccc(/C=C/[N+](=O)[O-])cc1	-1.8	1	106*	2.5	3	-5	-2.8	-10	-6	-1.6
CCOc1ccc(-c2cc(C(=O)OC)[nH]n2)cc1	-0.8	-1	.	8.0	-1	-2	4.0	-11	-4	4.5
Cc1csc(NC(=O)CSc2nsc(SCC(=O)Nc3nc(C)cs3)c2C#N)n1	-4.4	5	2	4.6	.	10	3.0	15	8	0.2
COC(=O)c1c(-c2ccccc2)csc1NC(=O)C1CC=CCC1C(=O)O (stereo unspecified)	-3.8	1	-26	2.7	0	-7	-0.3	-5	0	0.3
CCNc1ccc(S(=O)(=O)N2CCCCC2)cn1	-1.8	1	-21	1.3	0	7	-1.1	-13	1	-0.1
O=C(NCCCOc1cccc(CN2CCCCC2)c1)c1ccc(Cl)c(Cl)c1	-2.3	1	-3	4.3	-7	0	0.3	-20	1	1.6
OCC1(CCOc2ccccc2)CCN(Cc2cn[nH]c2-c2ccccc2)CC1	-1.5	0	-4	1.4	-5	-2	-1.4	-11	-5	-2.2
CCOC(=O)c1cc2c(C)n(-c3ccc(N(C)C)cc3)c(C)c2cc(C(=O)OCC)c1=O	-0.9	3	4	2.5	.	-6	-1.2	-16	1	0.7
COc1cc(CNC(C)c2ccccc2)cc(Cl)c1OCC(=O)Nc1ccccc1 (stereo unspecified)	-1.0	-8	2	0.8	-3	-1	0.1	4	7	0.0
CCOCCCNC(=O)c1ccc(CS(=O)(=O)Cc2cccc(C)c2)o1	-2.0	1	5	0.4	3	-5	0.6	-4	-4	2.2
Cc1ccc(NC(=O)CSc2nnc(-c3ccccn3)n2C)cc1	1.0	-1	-69	2.0	-4	-1	-0.2	-5	-2	3.5
O=C1CNC(=O)/C1=C/c1ccccc1	-2.4	3	-6	2.9	-6	5	-1.0	6	.	1.8
COCCCNC(=O)c1ccc(C2SCC(=O)N2Cc2ccco2)cc1 (stereo unspecified)	-2.2	0	.	1.5	2	-4	1.0	-11	8	-1.1
CSc1ccc(Cl)c(C(=O)Nc2ccc(OCC(N)=O)cc2)c1	-1.2	1	3	0.8	0	-8	-2.0	16	1	1.1
CCCOn1nnnc1-c1ccccc1	-1.3	-5	10	2.1	-2	-4	-1.2	-5	-12	0.2
CCCN1CCN(CCCNC(=O)C2CCN(c3nnc(-n4cccc4)s3)CC2)CC1	.	0	-3	2.5	.	4	0.2	-5	-1	1.1
CCOc1ccc(/C=C(\C(=O)O)c2ccc(S(=O)(=O)N3CCCCC3)s2)cc1OC	0.0	1	.	1.3	-3	4	0.1	0	2	-1.6
COc1ccc(C(=O)OCC(=O)N(C)C2CCS(=O)(=O)C2)cc1S(=O)(=O)N(C)Cc1ccccc1 (stereo unspecified)	-1.5	0	14	4.6	-5	-8	1.2	9	.	2.4
COc1ccc(CSc2nnc(N)s2)cc1F	-0.3	4	4	4.2	3	0	1.3	-2	11	4.2
C/C(N)=C(/C#N)C(=O)COc1ncnc2ccc(Br)cc12	-0.7	0	.	2.1	3	2	0.8	-10	-22	1.2
CCOC(=O)c1sc(N(Cc2ccccc2)C(=O)COC(=O)c2ccc(O)cc2)nc1C	-0.7	-8	-8	-0.9	11	-1	0.9	13	-4	2.5
COc1ccc(C2=NCCc3cc(OC)c(OC)cc32)cc1	-0.5	1	27	3.5	-2	-7	1.2	-24	1	6.5
Oc1ccc(/C=N/N2CCOCC2)c(O)c1O	-0.5	0	23	3.1	-2	0	0.5	-17	36	1.3
CCN=C1SC(C(=O)Nc2cccc(OCC)c2)CC(=O)N1CC (stereo unspecified)	-2.1	-6	6	-1.1	-4	-5	-0.2	-1	9	1.7
CC(=O)OCC1OC(n2c(S)c(C#N)c(-c3ccccc3)c(C#N)c2=O)C(OC(C)=O)C(OC(C)=O)C1OC(C)=O (stereo unspecified)	-0.2	3	-32	2.6	0	-2	.	-10	0	.
CC(/C=C/c1ccccc1)=N\NC(=O)Cn1cncn1	-0.7	0	1	1.9	-1	2	0.2	3	1	0.8
O=C(Nc1cccc(-c2ccc(N3CCCCC3)nn2)c1)c1ccc(Br)o1	-5.5	1	-23	2.2	?	4	1.8	-10	14	1.3
CCOC(=O)N1CCN(C(=O)CCNS(=O)(=O)c2ccc3c(c2)c(=O)n(C)c(=O)n3C)CC1	0.1	1	-5	2.8	7	2	3.2	-1	1	-3.3
O=C(CCS(=O)(=O)Cc1ccccc1)Nc1nnc(C(F)(F)F)s1	-1.5	-1	-22	-1.2	-2	-1	-3.2	-2	-2	0.5
CCNc1ccc(Br)cc(C(=O)/C=C/c2ccc(Cl)cc2)c1=O	-0.1	20	12	.	.	10	-0.5	-9	-4	2.4
CCCCc1cc(=O)oc2cc(OC(C)C(=O)NCc3ccccn3)c(Cl)cc12 (stereo unspecified)	-2.3	0	-61	1.2	-2	-5	-0.3	-8	2	3.2
CCCCOc1ccc(/C=N/NC(=O)c2csc(C)c2C)cc1	-1.0	-4	11	2.5	1	2	-6.3	-3	-12	-0.4
CCOC(=O)CSc1nc(C)c(C(C)=O)cc1C(N)=O	-0.5	1	-32	5.3	0	6	-2.4	0	7	-0.9
Cc1cc(-c2ccccc2)n[nH]1	-0.8	-3	6	2.7	2	2	0.5	-4	2	1.8
CC1Cc2ccccc2N1C(=O)CN1CCc2ccccc2C1 (stereo unspecified)	-0.3	-7	-3	1.4	.	-5	-0.2	-15	-1	0.8
CCc1c(C)c2ccc(OC3CCCCC3=O)cc2oc1=O (stereo unspecified)	-1.0	-3	5	1.8	9	-3	-4.5	18	-1	0.2
CCn1c(SCC(=O)Nc2cccc(NC(C)=O)c2)nnc1C(C)C	-3.6	1	-6	1.9	-7	-4	-2.9	-10	-10	0.2
COc1ccc([N+](=O)[O-])cc1NCC(=O)Nc1cc(S(=O)(=O)N2CCCCC2)ccc1C	0.4	3	.	-1.4	-2	1	0.3	-9	1	2.7
COc1ccc(S(=O)(=O)N[C@@H](Cc2ccc(Cl)cc2)C(=O)N2CC[C@@]3(O)CCCC[C@H]3C2)cc1	-1.3	7	8	2.1	.	1	-0.1	8	30	-0.7
O=C(CSc1nnc(-c2ccncc2)o1)Nc1ccc(F)c(F)c1	0.1	0	5	1.0	5	12	-2.6	8	17	1.1
Cc1ccc(CNS(=O)(=O)c2cccc3nsnc23)cc1	-0.8	0	7	2.4	0	-7	2.4	7	.	2.7
Cc1ccc(CNC(=O)Cc2cccs2)cc1	-0.1	-3	7	1.0	-2	0	1.6	5	-5	5.0
COc1ccc(/C=C/C(=O)NC(=S)NNC(=O)c2cccnc2)cc1OC	-0.5	-2	-10	-0.7	-2	-8	-2.2	6	2	-2.7
Cc1ccccc1-n1c(C)nnc1SCC(=O)N1CC(=O)Nc2ccccc21	-2.3	2	-3	1.6	-2	-3	0.8	-10	1	1.3
O=C(Nc1cccc(NC(=O)c2ccc(F)cc2)c1)c1ccc(F)cc1	2.1	-1	4	2.4	-2	0	-4.1	-15	-5	-1.8
CC1=NN(c2ccc(C)cc2C)C(=O)C1C(c1ccccc1)C1C(=O)N(c2ccc(C)cc2C)N=C1C (stereo unspecified)	-1.3	0	-38	.	.	5	-3.3	-6	11	0.5
C[C@@]12CCC=C[C@H]1[C@H](c1ccc3ccccc3c1Br)N(Cc1ccccc1)C2=O	-0.5	-9	9	2.2	-4	5	0.3	-1	6	-1.4
FC(F)(F)c1cnc(COc2ccc(Cl)cc2Cl)c(Cl)c1	-0.5	-5	9	1.6	0	-2	-1.6	-4	2	1.1
Cc1cc(NC(=O)c2cc(C)on2)no1	-1.6	3	.	1.2	.	-15	-0.2	-8	-1	-0.9
CCC(=O)N1CCc2cc(S(=O)(=O)N3CCN(c4ccccc4Cl)CC3)ccc21	-0.1	-2	8	1.1	-1	-4	-0.8	-4	10	-0.1
O=C1Nc2cc(Cl)c(Cl)cc2N(O)N1c1ccccc1	0.5	1	-4	-1.6	3	-2	-0.1	0	-2	1.8
Cc1ccc(S(=O)(=O)N(C(=N)N)c2nc(N(C)C)nc(N(C)C)n2)cc1	-1.9	1	-11	0.0	0	-6	-1.8	-6	6	-2.5
Cc1ccc(C(=O)NNC(=O)c2ccc(NS(=O)(=O)c3cccs3)cc2)o1	1.3	3	-13	3.2	0	-11	1.6	-13	-2	2.8
Cc1ccc(NC(=O)CSc2nnc3ccc(-c4cccnc4)nn23)cc1	-0.5	0	-9	0.5	-3	-10	1.3	-4	-6	-0.8
C=CCNCCOc1ccc(C(C)(C)c2ccccc2)cc1	-0.9	-1	-25	-0.3	0	-3	-1.9	-12	-2	-0.3
CC(C)C(=O)Nc1c2c(nn1-c1ccc([N+](=O)[O-])cc1)CS(=O)(=O)C2	-1.0	1	9	1.5	1	-4	2.0	-14	7	1.3
Clc1ccc(CON/C=N/c2ncnc3sccc23)c(Cl)c1	.	-6	3	2.5	.	3	2.1	-8	4	0.3
More results:
SMILES	CAL PDZ FP	DAGLB inhibitor	PfHsp90 set2	phage Ecoli inh	Wnt bcat act	Tat export inh	Ecoli viability	PvdQ inh	Rtt109 Vps75	AddAB inh
Cc1[nH]n(C(N)=S)c(=O)c1N=Nc1cc(C(F)(F)F)ccc1Cl	.	4	-7	-0.7	-3	-1	3.2	7	4	1.4
O=S(=O)(Nc1ccc(Cl)c(Cl)c1)N1CCOCC1	-1.6	1	12	-0.4	-2	-5	2.4	-16	-1	1.6
CCCC(C(=O)NC1CCCCC1)N(CC1CCCO1)C(=O)CNS(=O)(=O)c1ccc(F)cc1 (stereo unspecified)	-0.5	-2	6	0.7	.	12	0.0	-10	7	2.4
COc1cccc(NC(=O)COc2coc(CN3CCc4ccccc4C3)cc2=O)c1	-0.4	1	0	-1.6	0	2	0.6	7	10	1.9
O=C(Nc1ccccc1)C1COc2ccccc2O1 (stereo unspecified)	-1.1	-5	-4	6.6	6	-2	-0.7	10	5	-0.2
Cc1cnc(NC(=O)Nc2ccc(Cl)cc2)s1	-0.8	2	-2	3.3	-24	1	1.4	10	-1	0.4
